# Compound activity deposited in PubChem BioAssay by Broad Institute.
# E-sel inducer: induces E-selectin expression in human endothelial cells | P16581 | HUVEC E-selectin immunofluorescence imaging; normalized: neutral wells 0, TNF-alpha wells 100 | activation, % at 7.58 µM | actives 0.37% (n = 260,000) | AID 686992;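 active means mean E-selectin-positive cell signal at least 10% of the positive control, reached in at least 60% of replicates, without over 20% cell loss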;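 further: in these data hits start at about 27%; measured in HUVEC primary endothelial cells; signal is the percent of cells scored E-selectin positive by PE staining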
#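 Read-out basis: % PE-positive cells; Test system: HUVEC primary endothelial cells; Technique: immunofluorescence imaging; Dosing: single-point compound dose.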
# Cneo AK release: Cryptococcus neoformans lysis via adenylate kinase release; lysis activity, % at 15 µM; actives 0.2% (n = 360,000); C. neoformans lysis, adenylate kinase release luminescence, 4 h; normalised: neutral wells 0, clomiphene wells 100;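 active means mean lysis activity across replicates of at least 80%, whatever share of replicates individually reach that level; inactive means mean lysis activity below 80%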
#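 Assay system: log-phase C. neoformans yeast / Quantity: yeast cell density of 5 × 10^6 cells/mL / Medium: fresh YPD growth medium / Compound: single dose / Timing: static 4 h at 37 °C with compound, 1 h detection / Measured by: adenylate kinase release luminescence / Read-out: lysis from increased AK signal / Benchmarks: Clomiphene as positive lysis control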
# miR122 inh: blocks miR-122 activity in Huh7 sensor cells; Huh7 miR-122 Renilla luciferase sensor, 48 h; neutral wells = 0, positive control = 100; activation (reporter increase), % at 12.5 µM; actives 0.3% (n = 340,000); AID 602342;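 active means mean replicate activation score at least 90 and every replicate individually at or above 90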;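 further: higher luciferase means less miR-122 activity so hits act as miR-122 inhibitors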
# RAD54 branch: blocks human RAD54 Holliday junction branch migration. inhibition, % at 10.4 µM. AID 602329. FAM/BHQ fluorescence. actives 0.14% (n = 360,000);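 active means mean normalized replicate activity at least 40 and at least half of replicates scoring 40 or more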;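 further: 0% = median of neutral control wells and 100% = median of positive control wells; inhibitors cause a drop in the FAM fluorescence signal; in these data hits start at about 50%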
# Target sequence (Q92698 whole entry, looked up): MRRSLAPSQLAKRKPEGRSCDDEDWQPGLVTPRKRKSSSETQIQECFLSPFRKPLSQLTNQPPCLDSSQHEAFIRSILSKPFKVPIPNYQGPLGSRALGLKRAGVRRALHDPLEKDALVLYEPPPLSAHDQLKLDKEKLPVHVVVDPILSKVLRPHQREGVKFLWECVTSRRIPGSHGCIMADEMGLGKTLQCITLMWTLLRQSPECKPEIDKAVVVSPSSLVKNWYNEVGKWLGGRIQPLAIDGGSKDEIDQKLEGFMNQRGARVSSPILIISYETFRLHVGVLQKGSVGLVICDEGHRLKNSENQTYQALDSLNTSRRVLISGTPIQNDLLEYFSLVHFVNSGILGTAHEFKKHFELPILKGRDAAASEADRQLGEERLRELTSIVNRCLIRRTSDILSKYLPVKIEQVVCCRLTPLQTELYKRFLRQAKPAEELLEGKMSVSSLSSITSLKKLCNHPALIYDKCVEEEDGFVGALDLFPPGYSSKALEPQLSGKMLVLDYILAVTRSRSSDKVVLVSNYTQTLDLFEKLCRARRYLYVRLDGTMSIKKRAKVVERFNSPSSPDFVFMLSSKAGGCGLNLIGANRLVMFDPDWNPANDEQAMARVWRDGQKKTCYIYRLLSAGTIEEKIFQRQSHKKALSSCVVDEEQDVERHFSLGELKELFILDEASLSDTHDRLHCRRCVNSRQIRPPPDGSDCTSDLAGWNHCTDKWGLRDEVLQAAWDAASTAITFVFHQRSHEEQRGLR
# PGC1a acetyl inh: PGC1a acetylation modulation, inhibitor mode | U2OS PGC1a acetylation, AlphaScreen anti-acetyl-lysine; with virally co-expressed GCN5 acetyltransferase | inhibition, % at 15.6 µM | actives 0.17% (n = 350,000) | AID 651687;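 active means every replicate shows inhibition of at least 40%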;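 further: 0% = neutral control wells and 100% = positive control wells; some results beyond the cut were filed as inactive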
# ERAP1 HTS inh: ERAP1 (human) enzyme inhibition; actives 0.15% (n = 340,000); inhibition, % at 10.7 µM; recombinant ERAP1, Leu-AMC fluorescence, 60 min;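 active means mean replicate inhibition of at least 30%, or all replicates individually reaching that 30% level; inactive means mean below 30% and not every replicate reaching it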;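 further: 0% = neutral control wells and 100% = L-leucinethiol positive control wells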
# PglD inh: PglD (C. jejuni) enzyme inhibition; purified PglD enzyme, DTNB colorimetric CoA detection; inhibition, % at 12.5 µM; actives 0.098% (n = 360,000); AID 602405; in the data active means inhibition above about 16%, passing the limit was not always enough; further: strong numbers were not always called active
# RAD52 anneal inh: blocks human RAD52 DNA annealing. recombinant RAD52 DNA annealing, FRET fluorescence. inhibition, % at 18.7 µM. actives 0.46% (n = 360,000). AID 651710;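 active means every replicate showing at least 50% inhibition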
# Starred values were filed as active, the others as inactive; . = no result given; [ ] = dose if it differs, or a comment.
# Second line of a record: E-sel inducer	ERAP1 HTS inh	RAD52 anneal inh	PglD inh	Cneo AK release	RAD54 branch	PGC1a acetyl inh	miR122 inh
Cn1nc(Cc2cccc3ccccc23)c(C#N)c1N
    -0.1	-1	-8	-3	-1	3	.	.
Cc1ccccc1OCCn1cc(C=O)c2ccccc21
    .	-2	-11	-1	-1	-2	-36	-3
C[C@@H]1CN([C@@H](C)CO)C(=O)Cc2cc(NS(=O)(=O)c3ccc(F)cc3)ccc2O[C@@H]1CN(C)CC1CC1
    0.0	0	-5	-2	-3	1	-7	6[16.7 µM]
COc1ccc(-c2cc(CNC(=O)CN3CCN(C)CC3)on2)cc1
    .	.	.	4	2	6	-24	-4
Cc1ccc(S(=O)(=O)N2CCN(c3ccc(C(=O)N4CCOCC4)cc3[N+](=O)[O-])CC2)cc1
    .	.	.	2	1	-5	-16	8
C[C@H](CO)N1C[C@H](C)[C@H](CN(C)S(=O)(=O)c2ccc(Cl)cc2)Oc2c(NS(=O)(=O)c3ccccc3)cccc2C1=O
    -0.6	.	.	3	2	1	2	16[16.7 µM]
O=C(Nc1ccc(C(F)(F)F)cc1)N[C@H]1C=C[C@H](CC(=O)N2CCCCC2)O[C@H]1CO
    -0.4	-3	3	8	-4	-5	-1	-13[16.7 µM]
Cc1ccccc1-n1c(C)cc(/C=C2\NC(=O)NC2=O)c1C
    .	.	.	-3	2	-1	7	5
Cc1cc(O)cc(O)c1C(=O)Cc1cnn(-c2ccccc2)c1
    .	.	.	2	-1	-7	-7	1
Cc1occc1C(=O)Nc1c(F)c(F)c(F)c(F)c1F
    .	.	.	-4	3	-5	-16	7
Cc1ccccc1C(=O)N1CCC(C(=O)Nc2ccc(C)c(S(=O)(=O)N3CCCCC3)c2)CC1
    0.1	3	-5	-3	15	12	-14	-5
CC(C)(C)NC(=O)C[C@H]1C[C@H](C(=O)N2CCCCC2)[C@@]2(C)c3[nH]c4ccc(Cl)cc4c3CCN2C1=O
    -0.4	.	-11	-1	5	1	4	-8
C=CCn1c(CCNC(=O)c2ccc(Cl)c(Cl)c2)nnc1SCCOc1ccc(OC)cc1
    .	0	-2	-3	1	-3	-3	-10
C[C@@H]1CCCCO[C@H](CN(C)S(=O)(=O)c2ccc(F)cc2)[C@@H](C)CN([C@@H](C)CO)C(=O)c2cc(NC(=O)C3CCCCC3)ccc2O1
    -0.1	0	-31	-4	0	-4	4	-3[16.7 µM]
O=C(NCc1nnc(SCC(=O)N2CCCCC2)o1)c1c(F)cccc1Cl
    .	-3	-10	-1	1	-18	5	0
CC(C)(O)C#Cc1ccc([C@H]2[C@H]3CN(S(C)(=O)=O)CCCCN3[C@H]2CO)cc1
    -0.2	1	-15	-8	4	21	.	-1[16.7 µM]
COc1ccc(C(=O)NC2CCN(C(=S)Nc3cccc(C)c3C)CC2)cc1
    .	7	3	-7	6	2	3	0
O=C(Nc1nnc(/N=C/c2ccco2)s1)c1ccc(F)cc1
    .	.	.	-5	-1	1	-15	-4
COc1ccc(C(=O)Nc2ccccc2C(=O)N2CCOCC2)cc1OC
    0.1	-2	10	-1	1	19	.	-3
C[C@@H]1CCCCO[C@@H](CN(C)Cc2ccc3c(c2)OCO3)[C@@H](C)CN([C@@H](C)CO)C(=O)c2cc(NC(=O)C3CCCCC3)ccc2O1
    -0.2	-2	-2	1	-1	3	.	-6[16.7 µM]
C[C@@H]1CCCCO[C@H](CN(C)C(=O)Nc2ccccc2)[C@@H](C)CN([C@H](C)CO)C(=O)c2cc(NC(=O)Nc3ccc4c(c3)OCO4)ccc2O1
    0.1	-1	16	2	0	0	9	9[16.7 µM]
CCCc1cc(CN(C)C(=O)c2ccc(OC3CCN(C(C)=O)CC3)c(OC)c2)[nH]n1
    .	5	-65	-5	-1	1	2	-1
Cn1c(CC(=O)Nc2ccccc2)n[nH]c1=S
    -1.5	11	-6	-1	7	12	5	0
Cc1nn(Cc2ccccc2)c(C)c1C(=O)OCC(=O)c1cc(C)n(C2CC2)c1C
    .	.	.	-7	2	-1	-6	-5
CCOc1ccccc1CNCCNCC(C)O (configuration not stated)
    0.5	5	-10	6	0	-3	-1	7
O=C(CN1C(=O)c2ccccc2C1=O)Nc1cc([N+](=O)[O-])ccc1O
    0.9	2	-9	14	0	0	.	.
O=C(CCCCCNc1nc(=S)[nH]c2ccccc12)NCCc1c[nH]c2ccccc12
    0.7	0	-2	-3	-2	4	-4	10
Cc1ccsc1CNC(=O)C1(C)CCCN1CC(C)C (configuration not stated)
    -0.1	-4	-55	6	1	-5	3	3
CC(=O)OCC(=O)[C@@]1(O)CC[C@H]2[C@@H]3CCC4=CC(=O)C=C[C@]4(C)[C@@]3(Cl)[C@@H](Cl)C[C@@]21C
    2.6	0	-10	-2	0	8	-19	1
C#CCOCCOCCOCCNc1nc(N2CCN(C(=O)[C@H]([C@@H](C)CC)n3cc(CCC(=O)O)nn3)CC2)nc(N2CCN(C(=O)[C@H](Cc3ccc(O)cc3)n3cc(CCO)nn3)CC2)n1
    -0.3	-1	2	0	-3	8	.	.
CCC(=O)Nc1ccc2c(c1)C(=O)N(C)[C@@H]1CC[C@@H](CC(=O)NCC3CC3)O[C@H]1CO2
    0.3	2	4	4	-2	8	9	-3[16.7 µM]
Cc1ccc(S(=O)(=O)NCC2CCC(C(=O)NCc3ccc4c(c3)OCO4)CC2)cc1 (configuration not stated)
    .	-11	5	-1	2	-1	-5	9
O=C(NCCCN1CCOCC1)c1ccc(CS(=O)(=O)c2cccc(C(F)(F)F)c2)o1
    .	.	.	-7	3	5	-2	-2
O=C(OCc1ccc(Br)cc1)c1cc([N+](=O)[O-])ccc1N1CCOCC1
    6.9	0	11	3	3	-1	-19	14
O=C(NCCc1ccc(F)cc1)N[C@@H](Cc1ccccc1)C(=O)O
    .	1	-1	-2	-4	-11	-8	3
CC(C)(C)OC(=O)N1CCC(C(=O)Nc2cccc(C(=O)NC3CC3)c2)CC1
    0.0	-2	-7	-1	0	-5	-1	-5
COc1ccc(CN(Cc2cccn2C)C(=O)c2cc3cc(OC)ccc3[nH]2)cc1
    0.6	-3	-30	4	-1	12	6	3
CCN1[C@H](C(=O)NCCCN(C)C)[C@@H](CO)[C@@H]2Cn3c(ccc(-c4cccc(F)c4)c3=O)[C@@H]21
    0.1	-1	-7	.	.	.	0	.
O=C(CSc1ccc2nnc(-c3ccc(Cl)cc3)n2n1)N1CCCC1
    0.1	-1	-3	6	6	7	0	1
CN1CCN(C(=O)c2cc3c(c(-c4cccc(-c5ccc(C#N)cc5)c4)n2)[C@H](CCO)N([S@@](=O)C(C)(C)C)C3)CC1
    0.0	-4	-17	-4	7	7	6	.
Cc1ccccc1S(=O)(=O)NC(=O)C1(C)CCN1C(=O)CCc1ccc(Cl)cc1Cl (configuration not stated)
    0.0	2	-16	5	-2	8	-1	-3
COc1ccc2c(c1)C1NC(=S)NC(C)(O2)C1C(=O)Nc1ccccc1C (configuration not stated)
    .	.	.	-1	7	-1	13	-4
Cn1sc(NC(=O)c2ccccc2Cl)nc1=O
    .	.	.	-5	2	-3	5	2
O=C(NC1CCS(=O)(=O)C1)c1cccs1 (configuration not stated)
    0.1	-6	-12	1	0	-4	-3	-12
CCOc1ccc(N2C(=O)CC(NCc3ccc(S(N)(=O)=O)cc3)C2=O)cc1 (configuration not stated)
    0.2	.	-7	0	1	-11	1	4
CCC(=O)N1[C@H](CO)[C@H](c2ccc(-c3ccccc3)cc2)[C@H]1CN(CC)C(C)=O
    -0.4	-1	-18	0	3	0	-4	21[16.7 µM]
CCCN1[C@H](C(=O)NCCCN2CCOCC2)[C@@H](CO)[C@@H]2Cn3c(ccc(-c4ccncc4)c3=O)[C@@H]21
    -0.2	6	1	0	-2	5	.	.
COc1ccc(CCNC(=O)CCCCC(=O)NCCc2ccc(OC)cc2)cc1
    .	1	6	-8	-1	-4	-5	-2
CCN(C[C@H]1N[C@@](CC)(C(=O)OC)[C@H]2C(=O)N(Cc3ccccc3)C(=O)[C@@H]12)S(=O)(=O)c1ccc(-c2ccccc2)cc1
    .	-1	-13	-4	0	1	.	.
C[C@@H](NC(=O)c1nc[nH]c1C(=O)N1CCN(c2ccccc2)CC1)c1ccccc1
    0.0	-1	-11	-4	0	2	-3	2
O=C1/C(=C\c2cccs2)SC(=S)N1C1CCS(=O)(=O)C1 (configuration not stated)
    15	5	-22	.	.	.	1	0
Cn1c(=O)[nH]c(=O)c2c1nc(N1CCOCC1)n2CCSc1nc2ccccc2[nH]1
    .	.	.	3	0	-4	.	23
CCOC(=O)c1cn2nc(Oc3cccc(F)c3)ccc2n1
    -0.2	5	-4	.	.	.	7	-5
CCOc1ccccc1C(=O)Nc1nnc(CC)s1
    -0.8	5	-16	1	2	2	-11	-3
O=C(O)COc1ccccc1/C=N/NC(=O)/C(=C\c1ccc2c(c1)OCO2)NC(=O)c1ccccc1
    -0.5	2	-120	6	1	-8	-10	10
CCOC(=O)c1oc2nc(CC(C)C)c3c(c2c1N)CCC3
    .	3	1	-3	0	-16	-1	-5
CCN(CC)Cc1cc(Oc2ccc(O)c(CN(CC)CC)c2)ccc1O
    .	.	.	-3	0	8	-18	1
CCOc1cc(Br)c(C(C)NC(=O)c2cccnc2)cc1OCC (configuration not stated)
    0.1	.	-2	8	-1	-5	5	-6
Cc1ccc(N2CCN(C(=O)c3ccccc3Br)CC2)c(C)c1
    .	.	.	0	1	0	8	-1
Cc1ccccc1CN1CCC(n2nccc2NC(=O)CCOc2ccccc2)CC1
    .	0	-11	-2	0	-1	.	.

# The list goes on.
# Second line of a record: E-sel inducer	ERAP1 HTS inh	RAD52 anneal inh	PglD inh	Cneo AK release	RAD54 branch	PGC1a acetyl inh	miR122 inh
CCCNC(=O)N(C)C[C@H]1Oc2cc(C#CCN(C)C)ccc2S(=O)(=O)N([C@@H](C)CO)C[C@@H]1C
    1.0	-3	-10	3	0	0	13	7[16.7 µM]
C[C@H](CO)N1C[C@H](C)[C@H](CN(C)C(=O)c2cnccn2)Oc2cc(C#CCC3CCCC3)ccc2S1(=O)=O
    -0.3	2	-23	-2	-6	-3	-4	22[16.7 µM]
Cc1noc(C)c1S(=O)(=O)Nc1ccc2c(c1)C(=O)N([C@@H](C)CO)C[C@@H](C)[C@H](CN(C)C(=O)Nc1ccc3c(c1)OCO3)OCCCC[C@H](C)O2
    -0.1	-3	-12	1	1	2	3	13[16.7 µM]
CCCCNC(=O)C1CCC(CNS(=O)(=O)c2cccc3nsnc23)CC1 (configuration not stated)
    .	2	-11	5	-4	2	23	.
Cn1c(=O)c2c(nc(NCc3ccco3)n2Cc2ccc(Cl)cc2Cl)n(C)c1=O
    0.8	.	.	-9	-4	14	-7	-8
O=C(CN1CCOCC1)Nc1ccc(S(=O)(=O)NC2CCCCC2)cc1
    .	2	-5	0	2	-18	1	.
COc1ccc(C2C(O)C(c3c[nH]c4ccccc34)=NN2C(=O)CCl)cc1 (configuration not stated)
    -0.1	-2	-83	-3	-1	1	.	-27

# Ordered by molar mass (descending): part of the list above.
# Second line of a record: E-sel inducer	ERAP1 HTS inh	RAD52 anneal inh	PglD inh	Cneo AK release	RAD54 branch	PGC1a acetyl inh	miR122 inh
C[C@@H]1CCCCO[C@H](CN(C)C(=O)Nc2ccccc2)[C@@H](C)CN([C@H](C)CO)C(=O)c2cc(NC(=O)Nc3ccc4c(c3)OCO4)ccc2O1
    0.1	-1	16	2	0	0	9	9[16.7 µM]
COc1ccc(CCNC(=O)CCCCC(=O)NCCc2ccc(OC)cc2)cc1
    .	1	6	-8	-1	-4	-5	-2
COc1ccc(C(=O)Nc2ccccc2C(=O)N2CCOCC2)cc1OC
    0.1	-2	10	-1	1	19	.	-3
